MEKK2 mut-MEK5 = MEK5 binding signal on mutant MEKK2 PB1, primary screen, biochemical, multiplex bead flow cytometry, Alexa488-MEK5. Alexa488-MEK5 binding to MEKK2 mutant. percent response, % at 10 µM. actives 0.35% (n = 290,000). AID 1530, 2009; in the data active = percent response above about 24%, passing the limit was not always enough; note: inactives centre near 1; some results filed as inactive read as strong as hits
MEKK2 WT-MEK5 = modulators of MEK5 binding to wildtype MEKK2, primary screen, biochemical, multiplex bead flow cytometry, Alexa488-MEK5; Alexa488-MEK5 binding to MEKK2 WT; actives lie on both sides; binding response (% of control), % at 10 µM; actives 1.1% (n = 290,000); in the data active = binding response below about 67% or above about 130%
SUMO HTRF inh = inhibitors of in vitro SUMOylation cascade, primary screen, biochemical, HTRF, uHTS. SUMO-conjugating enzyme UBC9 (Homo sapiens), P63279. HTRF SUMOylation assay, SAE1/SAE2 + UBC9. inhibition, % at 35 µM. AID 2006, 2009. actives 0.36% (n = 290,000); in the data active = inhibition above about 50%, passing the limit was not always enough; note: strong numbers were not always called active
Target sequence (P63279 whole entry, looked up): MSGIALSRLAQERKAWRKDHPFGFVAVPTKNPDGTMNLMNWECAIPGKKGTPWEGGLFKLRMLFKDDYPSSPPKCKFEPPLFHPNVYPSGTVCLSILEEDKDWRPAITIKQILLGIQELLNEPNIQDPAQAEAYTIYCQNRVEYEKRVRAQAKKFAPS
NS3 helicase inh = inhibitors of HCV NS3 helicase, primary screen, biochemical, Cy5 molecular beacon fluorescence; Hepatitis C virus NS3 helicase; NS3 helicase DNA unwinding; inhibition, % at 10.9 µM; actives 0.56% (n = 290,000);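 active = inhibition above the mean of all tested compounds plus 3 SD, set per campaign, cut at about 35% in these data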;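 note: 0% = DMSO wells and 100% = thioflavine S control wells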
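Compound dosing – single dose, 10.9 µM nominal final, DMSO 0.8% final · System – NS3 helicase fragment of HCV · Buffer or medium – MOPS pH 6.5, MgCl2, DTT, Tween20, BSA · Signal – Cy5 beacon fluorescence read at start and 1 h · Also added – annealed dual-labelled DNA beacon duplex, ATP-started · Schedule – 1 h at 25 °C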
VIM-2 inhibitor = VIM-2 metallo-beta-lactamase inhibitors, primary screen, biochemical, epi-absorbance readout, Pseudomonas aeruginosa enzyme. AID 1527, 2009. actives 0.89% (n = 290,000). purified VIM-2, nitrocefin hydrolysis, epi-absorbance fluorescence. inhibition, % at 5.6 µM;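 active = inhibition above the mean of all tested compounds plus 3 SD, cutoff set per screening run, cut at about 7.5% in these data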;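 note: red hydrolysis product quenches plate fluorescence so inhibitors raise well fluorescence; 0% = enzyme with DMSO and 100% = DMSO without enzyme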
M18AAP inhibitor = PfM18AAP inhibitors, malaria aminopeptidase, primary screen, biochemical, QFRET, recombinant enzyme | inhibition, % at 7.35 µM | M18 aspartyl aminopeptidase (Plasmodium falciparum 3D7) | H-Glu-NHMec fluorogenic cleavage | actives 1.2% (n = 290,000);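 active = inhibition above the campaign mean inhibition over all tested compounds plus 3 SD, cut at about 28% in these data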;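 note: 0% = plate median of test compound wells and 100% = 2 mM ZnCl2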
FID counter = compounds displacing fluorescent DNA intercalator, primary screen, artefact control for HCV NS3 helicase inhibitor project, biochemical, FID fluorescence. actives 0.17% (n = 290,000). AID 1845, 2009. inhibition, % at 7.9 µM. DNA fluorescent intercalator displacement; in the data active = inhibition above about 37%;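 note: 0% = vehicle and 100% = reference compound; higher means more ethidium bromide displaced from hairpin DNA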
NALP1 inh = NALP1 inflammasome inhibitors in reconstituted yeast, colorimetric, S. cerevisiae, triplicate retest; inhibition, % at 10 µM; actives 0.61% (n = 280,000); AID 2071, 2009; S. cerevisiae NALP1/ASC/caspase-1 growth, X-gal OD620, 72 h; in the data active = inhibition mostly above about 24%, no sharp cut-off; inactive = mostly below about 32%; note: some compounds called inactive have numbers as strong as hits
IMP-1 inh = IMP-1 metallo-beta-lactamase inhibitors, primary screen, biochemical, epi-absorbance readout, Pseudomonas aeruginosa enzyme. metallo-beta-lactamase IMP-1 (Pseudomonas aeruginosa). purified IMP-1, nitrocefin hydrolysis, epi-absorbance fluorescence. inhibition, % at 5.6 µM. actives 0.45% (n = 290,000);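 active = inhibition above the mean plus 3 SD of all compounds in the same screening run, cut at about 4.5% in these data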;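 note: 0% = IMP-1 with DMSO and 100% = DMSO wells lacking enzyme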
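system = purified recombinant IMP-1 beta-lactamase | amount = 0.2 nM IMP-1, as dispensed | medium = HEPES buffer pH 7.1 with ZnSO4 and Brij 35 | times = 25 °C, 15 min preincubation, 25 min reaction | detection = plate fluorescence quenching by hydrolysis product, ex 480/em 530 nm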
Numbers without * were called inactive; · = not tested or not shown.

The first 2 entries, to show the layout:
Abbreviations: A = MEKK2 mut-MEK5; B = MEKK2 WT-MEK5; C = SUMO HTRF inh; D = NS3 helicase inh; E = VIM-2 inhibitor; F = M18AAP inhibitor; G = FID counter; H = NALP1 inh; I = IMP-1 inh
[1] O=C(NCc1cccc(Cl)c1)c1cc(COc2ccc3ncccc3c2)on1
  A: -4; B: 95; C: 4; D: -11; E: -1.1; F: -3; G: -22; H: -8; I: -2.5

[2] CCCCc1nc2c(C)c(N)cnc2n1Cc1cccc([N+](=O)[O-])c1
  A: 9; B: 100; C: 15; D: -9; E: -1.7; F: -2; G: -11; H: 26; I: -3.0

Main list (from the top)
Abbreviations: A = MEKK2 mut-MEK5; B = MEKK2 WT-MEK5; C = SUMO HTRF inh; D = NS3 helicase inh; E = VIM-2 inhibitor; F = M18AAP inhibitor; G = FID counter; H = NALP1 inh; I = IMP-1 inh
[1] O=C(NCc1cccc(Cl)c1)c1cc(COc2ccc3ncccc3c2)on1
  A: -4; B: 95; C: 4; D: -11; E: -1.1; F: -3; G: -22; H: -8; I: -2.5

[2] CCCCc1nc2c(C)c(N)cnc2n1Cc1cccc([N+](=O)[O-])c1
  A: 9; B: 100; C: 15; D: -9; E: -1.7; F: -2; G: -11; H: 26; I: -3.0

[3] C=CCN=C1NN=C(c2cc(C)n(CCOC)c2C)CS1
  A: -2; B: 83; C: 2; D: -3; E: 0.3; F: -4; G: -5; H: ·; I: -0.6

[4] COc1cccc(NC(=O)CCCn2nc(C)c3c(C)n(-c4ccccc4)nc3c2=O)c1
  A: 2; B: 103; C: 2; D: 0; E: -0.4; F: 3; G: -44; H: 5; I: -2.1

[5] CCN(CC1CCCN(CCc2cccc(OC)c2)C1)C(=O)C=C(C)C (stereo not drawn)
  A: 8; B: 111; C: 13; D: 6; E: -1.4; F: -1; G: -7; H: -14; I: -2.4

[6] CCn1c(CNC(C)=O)nnc1SCC(=O)c1ccc(Br)cc1
  A: 0; B: 105; C: 18; D: 2; E: -2.7; F: -2; G: -2; H: -3; I: -2.4

[7] COc1cc(Cl)ccc1OCc1cc(C(=O)N2CCCCC2c2cccnc2)no1 (stereo not drawn)
  A: 4; B: 103; C: 5; D: -1; E: -3.1; F: 5; G: -52; H: 34; I: -2.4

[8] C=C(C)CN(CC)C(=O)COc1ccc(S(=O)(=O)Nc2ccc(OC)cc2)cc1
  A: 2; B: 99; C: 3; D: 4; E: -1.2; F: -10; G: -30; H: 32; I: -1.7

[9] COc1ccc2oc(=O)cc(CN3CCN(Cc4ccc(OC)c(OC)c4OC)CC3)c2c1
  A: 14; B: 118; C: 19; D: -57; E: -2.2; F: 0; G: 1; H: 20; I: -3.0

[10] CC(C)c1ccc2c(c1)C(c1cccs1)=NNC(c1ccncc1)=N2
  A: -2; B: 102; C: -4; D: -3; E: -3.0; F: -2; G: -14; H: 4; I: -2.7

[11] Cc1ccc(C)c(N(CC(=O)NC2CCCC2)C(=O)CCC(=O)Nc2cc(C)on2)c1
  A: 2; B: 103; C: 4; D: 1; E: -2.0; F: -2; G: -33; H: 8; I: -3.0

[12] N#CCCN(Cc1ccccc1)C(=S)NC(=O)c1ccccc1
  A: 4; B: 100; C: 12; D: 7; E: -2.1; F: 5; G: -6; H: 25; I: -3.3

[13] C=CCn1c(=O)c(C(=O)Nc2ccc(C)cc2)c(O)c2ccccc21
  A: 0; B: 104; C: 2; D: 0; E: -0.3; F: -2; G: -2; H: 21; I: 0.4

[14] CCOc1ccc(NC(=O)CSc2nnc(-c3cc(C)[nH]n3)n2N)cc1
  A: 1; B: 101; C: 9; D: -8; E: -2.9; F: -2; G: -15; H: 21; I: -4.5

[15] COc1cc(/C=N\NC(=O)C(C)(C)O)ccc1OC/C=C/c1ccccc1
  A: 1; B: 100; C: 0; D: -5; E: -4.7; F: -2; G: -44; H: -5; I: -4.5

[16] COc1ccc(N2CCN(C(=O)Nc3ccc(S(=O)(=O)N(C)C)cc3)CC2)cc1
  A: 8; B: 114; C: -12; D: 0; E: -0.4; F: -1; G: -15; H: 30; I: -1.6

[17] Cc1ccc(/C=N/Nc2cccc3cccnc23)c(O)c1
  A: 12; B: 123; C: -34; D: -2; E: -3.6; F: 4; G: 0; H: 2; I: -2.4

[18] O=c1oc2ccccc2n1Cc1cccc(F)c1
  A: 3; B: 102; C: -3; D: 9; E: -4.2; F: 3; G: -2; H: 5; I: -1.6

[19] O=C(CCN1CCOCC1)NNC(=O)Nc1cccc(C(F)(F)F)c1
  A: 2; B: 101; C: 2; D: -1; E: -2.2; F: 2; G: -4; H: 1; I: -0.9

[20] NC(=O)c1cc(S(=O)(=O)NCCc2ccc(Cl)cc2)cs1
  A: 1; B: 101; C: -10; D: 0; E: -4.0; F: 0; G: -4; H: 0; I: -2.5

Part of the list above, limited to VIM-2 inhibitor and NS3 helicase inh.
#	Structure	VIM-2 inhibitor	NS3 helicase inh
11	Cc1ccc(C)c(N(CC(=O)NC2CCCC2)C(=O)CCC(=O)Nc2cc(C)on2)c1	-2.0	1
12	N#CCCN(Cc1ccccc1)C(=S)NC(=O)c1ccccc1	-2.1	7
13	C=CCn1c(=O)c(C(=O)Nc2ccc(C)cc2)c(O)c2ccccc21	-0.3	0

(continued)
Abbreviations: A = MEKK2 mut-MEK5; B = MEKK2 WT-MEK5; C = SUMO HTRF inh; D = NS3 helicase inh; E = VIM-2 inhibitor; F = M18AAP inhibitor; G = FID counter; H = NALP1 inh; I = IMP-1 inh
[21] CCN1CC(CN(C)Cc2nc(-c3cccs3)no2)CC1=O (stereo not drawn)
  A: -3; B: 99; C: 12; D: 1; E: -2.5; F: -5; G: -3; H: 12; I: -2.7

[22] O=C1CCCN1c1ccc(S(=O)(=O)Oc2cccc(Cl)c2)cc1[N+](=O)[O-]
  A: 6; B: 105; C: -10; D: -6; E: -0.3; F: -11; G: -1; H: 7; I: -2.1

[23] CN(C)C(/C=C/Nc1ccc(Br)cc1)=C(C#N)C#N
  A: 8; B: 103; C: 0; D: 7; E: -2.0; F: 3; G: 2; H: -1; I: -1.8

[24] O=C1COc2ccc(C(=O)NCc3ccc4c(c3)OCO4)cc2N1
  A: 1; B: 96; C: 13; D: -3; E: -6.0; F: 5; G: 2; H: 36; I: 0.4

[25] COc1cc2c(cc1OC)C1=NC(=O)CN1C(SCc1ccc(C)cc1)=N2
  A: -2; B: 95; C: -14; D: -3; E: -1.7; F: 3; G: -9; H: 24; I: -3.8

[26] Cc1ccc(C)c(NC(=O)CN(C)C(=O)c2ccncc2)c1
  A: 2; B: 103; C: 12; D: 1; E: -0.5; F: -5; G: -5; H: 19; I: -1.1

[27] CC(C)CCn1nnnc1C(c1ccccc1F)N1CCC(C(N)=O)CC1 (stereo not drawn)
  A: 9; B: 107; C: 8; D: 1; E: -3.9; F: 2; G: -24; H: 13; I: -2.9

[28] NS(=O)(=O)c1cc(C(=O)NCCOc2ccccc2)c(Cl)cc1Cl
  A: -2; B: 99; C: -2; D: 3; E: -2.7; F: 1; G: -3; H: 16; I: -4.8

[29] Cc1cc(C)nc(NC(=O)c2ccc3c(c2)OCO3)c1
  A: 1; B: 104; C: 26; D: -6; E: -2.5; F: -2; G: -1; H: 12; I: -2.1

[30] CCOC(=O)c1nnn2c1nc(N1CCCCC1)c1ccccc12
  A: -5; B: 97; C: 6; D: 2; E: 1.7; F: -7; G: -15; H: -5; I: -0.9

[31] COc1cc(N2CCCC2)c(OC)cc1C=O
  A: -3; B: 91; C: -1; D: -6; E: 0.5; F: -4; G: 0; H: 2; I: -1.7

[32] Cc1ccc(-c2csc3nnc(SCC(=O)NCc4ccc5c(c4)OCO5)n23)cc1
  A: 4; B: 101; C: 1; D: 1; E: -2.5; F: 4; G: -17; H: 9; I: -2.2

[33] CCOC(=O)c1cc(-c2ccccc2)sc1NC(=O)C(C)OC(=O)c1ccncc1 (stereo not drawn)
  A: -2; B: 97; C: 17; D: -9; E: -1.0; F: -3; G: -1; H: 10; I: -3.6

[34] Cc1ccc(CNC(=O)CCS(=O)(=O)c2ccc3c(c2)NC(=O)CO3)cc1
  A: 4; B: 103; C: 10; D: 2; E: -1.4; F: 1; G: -14; H: 8; I: -1.6

[35] O=C(OCC(=O)N(C1CCCCC1)C1CCCCC1)c1ccco1
  A: -2; B: 95; C: 6; D: 2; E: -4.2; F: -12; G: -4; H: -26; I: -2.0

[36] CCCCn1nc2cc(C(=O)NCc3ccccc3)ccc2c1OCC
  A: -1; B: 98; C: 12; D: 3; E: -1.4; F: 1; G: -26; H: 3; I: -1.3

[37] COc1cccc(/C=N/NC(=O)CNC(=O)CCc2ccccc2)c1O
  A: -1; B: 96; C: 3; D: 6; E: -1.7; F: 9; G: -10; H: -68; I: -2.2

[38] Cc1ccc(NC(=O)Cn2nnc(C(=O)Nc3ccc(F)c(Cl)c3)c2N)cc1
  A: -3; B: 96; C: 25; D: 11; E: -0.4; F: 2; G: 5; H: 37*; I: 0.7

[39] O=C(NNc1ccc(C(F)(F)F)cc1[N+](=O)[O-])c1ccc(NS(=O)(=O)c2ccc(F)cc2)cc1
  A: -1; B: 98; C: -27; D: -1; E: 0.2; F: 13; G: 2; H: -3; I: -4.0

[40] CCOc1ccccc1N(CC(=O)NCC1CCCO1)C(=O)CCC(=O)Nc1nccs1 (stereo not drawn)
  A: -3; B: 95; C: -35; D: -1; E: -2.1; F: 3; G: -32; H: -5; I: -1.8

[41] Cc1ccc(N2C(=O)[C@@H]3C(c4cccnc4)=NO[C@@H]3C2=O)cc1
  A: -35; B: 69; C: 24; D: -3; E: -0.2; F: -21; G: -4; H: 28; I: -1.5

[42] COc1cc(NC(=O)c2cccs2)c(C(=O)OCC(=O)NCc2ccccc2)cc1OC
  A: 3; B: 106; C: 31; D: -4; E: -1.6; F: 0; G: -5; H: 9; I: -2.2

[43] CCOC(=O)C1=C(c2ccccc2)N=C2SCC(=O)N2C1c1cccc(OC)c1 (stereo not drawn)
  A: 4; B: 97; C: -16; D: 10; E: -3.2; F: 0; G: -17; H: 18; I: -4.5

[44] CCOC(=O)CCS(=O)(=O)c1nc(-c2ccccc2)cc(C(F)(F)F)n1
  A: -3; B: 100; C: 1; D: 10; E: -2.8; F: -2; G: -12; H: 25; I: 1.1

[45] CC(=O)c1nnn(-c2ccc([N+](=O)[O-])cc2)c1C
  A: -10; B: 92; C: 5; D: 0; E: -0.9; F: 0; G: -1; H: 16; I: -1.5

[46] CSc1ccc(C(=S)N2CCN(C(c3ccccc3)c3ccccc3)CC2)cc1
  A: -3; B: 95; C: 17; D: -9; E: -1.9; F: 41*; G: -7; H: 15; I: -2.7
